TMEM16A act = TMEM16A chloride channel activators or potentiators, primary screen, cell-based, HTS; HEK293 TMEM16A/YFP-H148Q/I152L, iodide quench fluorescence; hits give low values; B-score at 10 µM; actives 0.3% (n = 340,000);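 active = fluorescence-ratio B-score plate-corrected deviation score at least 3 library SD below zero, with starting fluorescence score within 5 deviations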;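 note: channel opened by trigger with iodide after compound preincubation; score built on the fluorescence ratio of max minus min over baseline; more negative score means more quench and so TMEM16A activation or potentiation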
RGS4 block = RGS4 inhibitors, primary screen, cell-based, HEK293 M3R inducible RGS4, calcium flux; Regulator of G-protein signaling 4 (Homo sapiens), P49798; Fluo-4 calcium flux; hits give high values; triggered by carbachol at its EC20; B-score at 10 µM; actives 0.45% (n = 310,000);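 active = B-score, a plate-corrected calcium signal, over three deviations above library mean, with baseline fluorescence within five deviations of library mean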;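 note: RGS4 expression induced by doxycycline in cells with stable M3 receptor; B-score is computed from the integrated fluorescence ratio over baseline after carbachol; higher B-score means a larger calcium signal and so more RGS4 inhibition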
TMEM16A inh = TMEM16A chloride channel inhibitors, primary screen, cell-based, HTS. actives 1.2% (n = 310,000). normalized B-score (activity score, 25-100; higher = stronger inhibition) at 10 µM. Anoctamin-1 (Mus musculus), Q8BHY3. HEK293 TMEM16A/YFP iodide influx fluorescence, ionomycin;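 active = ratio plate-corrected score three or more library SD toward inhibition, starting fluorescence score within five deviations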;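 note: score derived from kinetic fluorescence span divided by baseline fluorescence per well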
hERG rescue = hERG rescue from dofetilide block, primary screen, cell-based, CHO-hERG, FluxOR thallium flux, dofetilide IC70. actives 0.51% (n = 310,000). activation (rescue from dofetilide block), less the hit threshold, % at 10 µM. dofetilide IC70 present;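 active = activation above the mean of controls blocked by dofetilide plus 5 SD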;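 note: thallium influx through hERG after potassium depolarization seen as dye fluorescence rise; in these data hits start at about 4.7%; inactives centre near -7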
Target sequence (Q12809 whole entry, looked up): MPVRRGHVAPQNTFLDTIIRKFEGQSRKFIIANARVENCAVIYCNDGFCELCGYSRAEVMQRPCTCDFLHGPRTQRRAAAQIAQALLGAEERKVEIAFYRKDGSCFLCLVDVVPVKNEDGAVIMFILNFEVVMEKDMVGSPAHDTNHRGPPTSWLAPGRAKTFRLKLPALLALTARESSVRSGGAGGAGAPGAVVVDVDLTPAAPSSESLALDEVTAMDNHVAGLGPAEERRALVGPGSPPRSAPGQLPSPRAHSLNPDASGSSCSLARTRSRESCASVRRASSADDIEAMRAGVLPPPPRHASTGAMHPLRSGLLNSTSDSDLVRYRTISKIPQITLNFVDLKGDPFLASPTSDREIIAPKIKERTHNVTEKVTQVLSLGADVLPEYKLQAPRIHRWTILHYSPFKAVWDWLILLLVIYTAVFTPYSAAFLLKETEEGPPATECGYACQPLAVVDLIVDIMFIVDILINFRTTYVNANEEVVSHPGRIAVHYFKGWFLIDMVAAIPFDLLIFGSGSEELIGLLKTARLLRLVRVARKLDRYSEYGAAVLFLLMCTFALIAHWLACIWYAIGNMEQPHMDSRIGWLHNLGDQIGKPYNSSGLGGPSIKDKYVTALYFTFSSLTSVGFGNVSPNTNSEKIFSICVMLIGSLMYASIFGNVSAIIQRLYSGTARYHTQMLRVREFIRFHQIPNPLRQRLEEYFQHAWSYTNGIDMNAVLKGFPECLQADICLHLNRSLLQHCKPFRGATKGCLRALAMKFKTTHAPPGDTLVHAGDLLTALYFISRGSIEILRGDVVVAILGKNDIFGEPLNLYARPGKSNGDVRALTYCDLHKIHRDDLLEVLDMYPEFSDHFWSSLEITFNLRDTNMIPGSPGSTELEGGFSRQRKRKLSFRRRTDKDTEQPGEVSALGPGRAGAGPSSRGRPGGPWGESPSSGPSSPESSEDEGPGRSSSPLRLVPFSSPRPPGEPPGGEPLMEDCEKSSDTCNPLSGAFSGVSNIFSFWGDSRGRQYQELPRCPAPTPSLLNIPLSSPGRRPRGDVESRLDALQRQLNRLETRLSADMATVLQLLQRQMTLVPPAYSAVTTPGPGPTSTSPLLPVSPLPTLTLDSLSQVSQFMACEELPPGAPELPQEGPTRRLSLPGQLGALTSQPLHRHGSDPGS
RGS4 pot = RGS4 potentiators or activators, primary screen, cell-based, HEK293 M3R inducible RGS4, calcium flux; carbachol calcium flux Fluo4; hits give low values; B-score at 10 µM; actives 0.92% (n = 310,000); AID 463111, 2010;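 active = B-score of the integrated calcium signal more than 4 SD below the library mean, with starting fluorescence not abnormally high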;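 note: negative B-score means reduced calcium response which marks RGS4 activation or potentiation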
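Assay system: HEK293 FlpIn-TREx cells, stable M3R, doxycycline-inducible RGS4 / Probe or stimulus: carbachol, ECmax concentration / Times: overnight RGS4 induction, 30 min dye load 37 °C, 20 min compound RT / Signal: kinetic calcium fluorescence imaging with Fluo4-AM dye, 2 µM / Measure: Agonist-evoked peak-minus-minimum fluorescence over baseline, integrated ratio, B score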
KCNK9 block = KCNK9 potassium channel inhibitors, primary screen, HEK293 cells, thallium flux; actives 1.2% (n = 310,000); B-score at 10 µM; AID 488922, 2010; Potassium channel subfamily K member 9 (Homo sapiens), Q9NPC2; FluxOR thallium flux fluorescence; hits give low values;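 active = ratio B-score over 3 SD below the library mean, with starting fluorescence within 5 SD of its mean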;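 note: negative B-score means less thallium flux so channel inhibition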
KCNQ1 act = potentiators or activators of KCNQ1 channel, primary screen, cell-based, thallium flux, high-throughput. CHO-K1 KCNQ1, thallium flux FluxOR fluorescence; hits give high values. B-score at 10 µM. Potassium voltage-gated channel subfamily KQT member 1 (Homo sapiens), P51787. actives 0.35% (n = 310,000);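 active = fluorescence ratio B-score, a plate-corrected score, at least three library SD, with initial intensity B-score within 5 SD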
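Test system: CHO-K1 cells stably expressing KCNQ1 / Medium: assay buffer / Also added: depolarizing K+/Tl+ stimulus, K2SO4 and Tl2SO4 each 12.5 mM in 5x stock / Incubation: 90 min dye loading and 20 min compound exposure, both at room temperature / Signal: thallium influx via FluxOR fluorescence, kinetic imaging / Evaluation: B score of baseline-normalized fluorescence ratio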
KCNK3 inh = human KCNK3 channel inhibitors, primary screen, CHO cells, FluxOR thallium flux, B-score | B-score at 10 µM | AID 602410, 2012 | FluxOR fluorescence; hits give low values | actives 0.84% (n = 340,000) | Potassium channel subfamily K member 3 (Homo sapiens), O14649;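 active = B-score under library mean minus 4 SD, starting fluorescence ratio at most library mean plus 5 SD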;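 note: more negative B-score means stronger inhibition of thallium flux through KCNK3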
HDAC3 inh = HDAC3 deacetylase inhibitors, primary screen, biochemical, fluorescence, cell-free homogeneous | Histone deacetylase 3 (Homo sapiens), O15379 | recombinant HDAC3, fluorogenic peptide/trypsin coupled | inhibition, % at 8.3 µM | actives 0.15% (n = 320,000) | AID 2718, 2010; in the data active = inhibition above about 26%, passing the limit was not always enough; inconclusive = no clear call, values can overlap the other calls
KCNQ1 inh = inhibitors of human KCNQ1 channel, primary screen, cell-based, thallium flux, high-throughput; Potassium voltage-gated channel subfamily KQT member 1 (Homo sapiens), P51787; CHO-K1 KCNQ1, FluxOR thallium flux fluorescence; hits give high values; B-score at 10 µM; actives 1.3% (n = 310,000); AID 2642, 2010;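 active = compounds whose thallium flux B-score, printed positive for inhibition, exceeds three library SD while starting fluorescence stays within three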;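 note: channel opened by potassium depolarization with thallium stimulus after 20 min compound exposure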
SKKanGAS inh = S. pyogenes SKKanGAS growth inhibitors in kanamycin, primary screen, streptokinase expression inhibitor project, SKKanGAS strain, BacTiter-Glo luminescence; 6 h; inhibition, % at 7.5 µM; actives 1.3% (n = 300,000); AID 1662, 2009;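 active = mean replicate score, as percent of positive control median, at least 50; inconclusive = mean below 50 but one replicate at or above 50; inactive = mean and every replicate below 50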;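 note: strain carries kanamycin resistance gene driven by streptokinase promoter and grows in 40 µg/ml kanamycin; loss of luminescence reflects streptokinase promoter inhibition or plain growth inhibition; 0% = median of DMSO wells and 100% = positive control at its reference dose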
* = called active by the depositor; i = inactive; ? = inconclusive; . = no result given.

| SMILES | RGS4 pot | KCNQ1 act | KCNQ1 inh | HDAC3 inh | KCNK9 block | KCNK3 inh | SKKanGAS inh | RGS4 block | hERG rescue | TMEM16A act | TMEM16A inh |
| --- | --- | --- | --- | --- | --- | --- | --- | --- | --- | --- | --- |
| CC(C)CC(C(=O)NCC1CCCO1)N(C(=O)Cn1nnc(-c2ccc(F)cc2)n1)c1cccc(C(F)(F)F)c1 (stereo not drawn) | i | i | i | 2 | i | i | 1 | i | -15 | i | i |
| COc1ccc(-c2cc3c(=O)n(CC(=O)Nc4ccc(Cl)cc4)nc(C)n3n2)cc1 | i | i | i | 1 | i | i | -1 | i | -4 | i | i |
| Cc1ccc(C)c2nc3sc(C(=O)N4CCOCC4)c(N)c3cc12 | i | i | i | 0 | i | i | -7 | i | -16 | i | i |
| CCNC(=S)NNC(=O)C1CCN(Cc2ccccc2)CC1 | i | i | i | -3 | i | i | -3 | i | -10 | i | i |
| c1cncc(CNc2cccc(-c3nc4ccccc4[nH]3)c2)c1 | i | i | i | -35 | i | i | -2 | i | -19 | i | i |
| COC(=O)c1c(-c2ccc(OC)cc2)oc2ccc(-c3ccc(OC)nc3)cc12 | i | i | i | -7 | i | i | 8 | i | -11 | i | i |
| COC(=O)C1=CN(c2cc(C)cc(C)c2)C=C(C(=O)OC)C1c1cccc(F)c1 | i | i | i | -6 | i | i | 7 | i | -8 | i | i |
| Cc1ccccc1-n1c(SCC(=O)N2CCCCC2)nc(O)cc1=O | i | i | i | 2 | i | i | 37 | i | -4 | i | i |
| O=C(Nc1nnc(S(=O)(=O)N2CCOCC2)s1)c1ccccc1Cl | i | i | i | 6 | i | i | 6 | i | -5 | i | i |
| CC1(C)Nc2ccccc2N(CCC(=O)N2CCOCC2)C1=O | i | i | i | 1 | i | i | -2 | i | -12 | i | i |
| CCN(CC)S(=O)(=O)c1ccc(NC(=S)NC(=O)CC(C)C)cc1 | i | i | i | 10 | i | i | -6 | i | -12 | i | i |
| Cc1cc(OCC(=O)N2CCN(c3ccccc3)CC2)c2c(C)c(C)c(=O)oc2c1 | i | i | i | -11 | i | i | -9 | i | -4 | i | i |
| CCOC(=O)N1CCN(C(=O)CSCc2ccc(Br)cc2)CC1 | i | i | i | -6 | i | i | -23 | i | -2 | i | i |
| O=C1OC(c2ccc3c(c2)OCO3)=N/C1=C\c1ccc(C(=O)O)cc1 | i | i | i | 4 | i | i | 3 | i | -14 | i | i |
| CN(C)CCCN(C(=O)c1ccc(C(=O)c2ccccc2)cc1)c1nc2c(F)cccc2s1 | i | i | i | 5 | i | i | -2 | i | -16 | i | i |
| Cc1ccc(CNC(=O)Cn2ccc3cc(S(=O)(=O)N4CCCC4)ccc32)o1 | i | i | i | -19 | i | i | 12 | i | -10 | i | i |
| O=C(NCC(c1ccco1)N1CCN(c2ccc(F)cc2)CC1)C(=O)NC1CCCC1 (stereo not drawn) | i | i | i | -2 | i | i | -5 | i | -13 | i | i |
| CN(C)CCNS(=O)(=O)c1ccc(N2CCN(c3ccc(F)cc3)CC2)c([N+](=O)[O-])c1 | i | i | i | -2 | i | i | 3 | i | -7 | i | i |
| N#Cc1nnn2c1nc(N)c1c(F)cccc12 | i | i | i | -7 | i | i | -2 | i | -4 | i | i |
| CN(C)S(=O)(=O)c1cc(C(=O)O)c(NC2CCCCC2)cc1Cl | i | i | i | -4 | i | i | 18 | i | -11 | i | i |
| O=Cc1cccn1-c1c(C(=O)O)cnn1-c1ccccc1 | i | i | i | -3 | i | i | 8 | i | -12 | i | i |
| CCC(C)(C)C(=O)Nc1ccc(C(N)=O)cc1 | i | i | i | -4 | i | i | -1 | i | -3 | i | i |
| CN(Cc1cnccn1)Cc1nc(Cc2cccc(F)c2)no1 | i | i | i | 4 | i | i | -12 | i | -13 | i | i |
| O=C(c1cc(COc2cccc(C(F)(F)F)c2)on1)N1CCC(c2ccncc2)CC1 | i | i | 12* | 1 | i | i | -23 | i | -15 | i | i |
| O=C(COC(=O)Cn1cnc2ccccc2c1=O)Nc1ccc(Cl)c(C(F)(F)F)c1 | i | i | i | 5 | i | i | 0 | i | -11 | i | i |
| CC(C)C(=O)Nc1cccc(C(=O)Nc2nnc(C(C)C)s2)c1 | i | i | i | -7 | i | i | 5 | i | -10 | i | i |
| Cc1ccc(C(=O)OCC(=O)c2ccc[nH]2)s1 | i | i | i | 6 | i | i | 0 | i | -6 | i | i |
| O=C(Nc1ccc(Cl)cn1)c1cccnc1 | i | i | i | 11 | i | i | -2 | i | -6 | i | i |
| CC(=O)c1cccc(NC(=O)C2C(c3ccccc3)C2(Cl)Cl)c1 (stereo not drawn) | i | i | i | 6 | i | i | . | i | -10 | i | i |
| O=C(c1cccs1)N1CCN(Cc2cccnc2)CC1 | i | i | i | -1 | i | i | -7 | i | -2 | i | i |
| COCC1CCN(C(=O)C2CCC(=O)N(CCc3cccc(F)c3)C2)CC1 (stereo not drawn) | i | i | i | 0 | i | i | 0 | i | -9 | i | i |
| CCOc1ccc(C(=O)N[C@H](C(=O)O)C(C)C)cc1 | i | i | i | -4 | i | i | -1 | i | -7 | i | i |
| COC(=O)c1ccccc1OCc1cccc(C)n1 | i | i | i | -5 | i | i | -4 | i | -3 | i | i |
| CCOP(=O)(OCC)C(NCc1ccccc1)c1ccc(Br)cc1 (stereo not drawn) | i | i | i | -6 | i | i | -2 | i | -2 | i | i |
| COC(=O)c1cc(OC)c(OC)cc1NC(=O)Nc1ccccc1F | i | i | i | -1 | i | i | 34 | i | -5 | i | i |
| O=C(CNc1ccc2ccccc2c1)N/N=C/c1ccncc1 | i | i | i | -8 | i | i | -3 | i | 1 | i | i |
| CCOCC(=O)Nc1nc2c(s1)C(=O)CC(C)(C)C2 | i | i | i | 3 | i | i | 4 | i | -4 | i | i |
| CC(=NCCCn1ccnc1)c1c(C)[nH]n(-c2ccc([N+](=O)[O-])cc2)c1=O | i | i | i | ? | i | i | 3 | i | -11 | i | i |
| CC1(C)CC(=O)C(C=NCCN2CCN(C(=S)Nc3cccc(Cl)c3)CC2)=C(O)C1 | i | i | i | 2 | i | i | 4 | i | -10 | i | i |
| CCCC(=O)NC(=S)c1c(C)n(C)n(-c2ccccc2)c1=O | i | i | i | 5 | i | i | -6 | i | -1 | i | i |
| CCC(=O)c1ccc(OC(=O)/C=C/c2cc(OC)c(OC)c(OC)c2)cc1 | i | i | i | 2 | i | i | 4 | i | -6 | i | i |
| CCCCCOC(=O)C(C)c1c(C)[nH]c(=S)[nH]c1=O (stereo not drawn) | i | i | i | 8 | i | i | -1 | i | -9 | i | i |
| COC(=O)C1=C(C)NC2=C(C(=O)CC(C)(C)C2)C1c1ccsc1 (stereo not drawn) | i | i | i | 0 | i | i | -13 | i | -5 | i | i |
| O=C(NC1CCCC1)C1=COCCO1 | i | i | i | -3 | i | i | -2 | i | -6 | i | i |
| Cc1ncc([N+](=O)[O-])n1S(=O)(=O)c1cc(Br)ccc1Br | i | i | i | 3 | i | i | 4 | i | -1 | i | i |
| COc1ccc(C)cc1NC(=O)C(C)N1CCOCC1 (stereo not drawn) | i | i | i | -1 | i | i | 3 | i | -5 | i | i |
| CCCc1nnc(NS(=O)(=O)c2ccc(OC)cc2)s1 | i | i | i | 5 | i | i | 4 | i | -11 | i | i |
| O=C(CSCc1ccccc1)N/N=C/c1ccc(OCC(=O)N2CCCCC2)cc1 | i | i | i | 2 | i | i | 0 | i | -18 | i | i |
| CCOc1ccc2noc3c2c1C(=O)c1ccccc1-3 | i | i | 32* | 2 | i | i | -1 | i | -48 | i | i |
| O=C(CN1C(=O)NC2(CCCC2)C1=O)N1CCc2ccccc2C1 | i | i | i | . | i | i | -1 | i | -9 | i | i |
| Cc1nnc(NC(=O)C23CC4CC(CC(C4)C2)C3)s1 | i | i | i | -1 | i | i | 9 | i | -9 | i | i |
| CC(C)C(C(=O)NCc1ccco1)N(C(=O)CNS(=O)(=O)c1ccccc1)c1ccccc1 (stereo not drawn) | i | i | i | 4 | i | i | -2 | i | -9 | i | i |
| COc1cc(Cl)cc(C(=O)O)c1OCC(=O)O | i | i | i | -1 | i | i | -3 | i | -8 | i | i |
| Cc1cc(S(=O)(=O)N2CCCC2)ccc1OCC(=O)N1CCOCC1 | i | i | i | -1 | i | i | 4 | i | -9 | i | i |
| CCOC(=O)/C(C#N)=C1/C=Nc2ccccc2N1 | i | i | i | 1 | i | i | -2 | i | -13 | i | i |
| O=C(O)c1ccoc1CN1CCCCC1 | i | i | i | -10 | i | i | -9 | i | -19 | i | i |

Next part.
| SMILES | RGS4 pot | KCNQ1 act | KCNQ1 inh | HDAC3 inh | KCNK9 block | KCNK3 inh | SKKanGAS inh | RGS4 block | hERG rescue | TMEM16A act | TMEM16A inh |
| --- | --- | --- | --- | --- | --- | --- | --- | --- | --- | --- | --- |
| CCOC(=O)C(NC(=O)CCC(=O)Nc1ccc(S(N)(=O)=O)cc1)C(O)c1ccccc1 (stereo not drawn) | i | i | i | . | i | . | -2 | i | -10 | . | . |
| CC(C)n1c(SCc2ccc(Cl)cc2)nc2c1c(=O)[nH]c(=O)n2C | i | i | i | 4 | i | i | -2 | i | -8 | i | i |
| COc1ccc(C(c2nnnn2CS(=O)(=O)c2ccc(C)cc2)N2CCN(Cc3ccccc3)CC2)cc1 (stereo not drawn) | i | i | i | 0 | i | i | 1 | i | -6 | i | i |
| O=C(CC1C(=O)NCCN1CC1CCCCC1)NCCCN1CCOCC1 (stereo not drawn) | i | i | i | -5 | i | i | 0 | i | -8 | i | i |
